# PGC1a acetyl inh: lowers PGC1a acetylation signal in U2OS cells; AlphaScreen anti-acetyl-lysine; with virally co-expressed GCN5 acetyltransferase; inhibition, % at 15.6 µM; AID 651687; 0.17% of 350,000 active;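 active = every replicate shows inhibition of at least 40%; inconclusive = mean inhibition at least 40% but some replicate below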;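 also: 0% = neutral control wells and 100% = positive control wells; some results beyond the cut were filed as inactive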
# EWS-Fli inh: blocks EWS/Fli oncoprotein-driven transcription. A673 NR0B1-luciferase reporter, viability-normalised. inhibition, % at 12.6 µM. 0.67% of 350,000 active;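 active = mean inhibition of at least 50% after viability correction, with every replicate also passing that limit; inconclusive = mean reaches 50% but only one of two replicates passes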;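 also: firefly luciferase signal divided by Alamar Blue viability fluorescence both relative to DMSO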
# PAX8 reporter: inhibitors of PAX8 transcriptional activity in RMG-I cells; RMG-I TPO-luciferase reporter, SteadyGlo, 24 h; inhibition, % at 12.6 µM; 1.2% of 360,000 active;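 active = mean replicate inhibition at least 60% with every replicate also reaching 60%; inconclusive = only one of the two criteria is met; inactive = mean below 60% and not all replicates reaching 60%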;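 also: luciferase light reporting Pax8 driven TPO promoter activity; plate controls were median of neutral control wells for no effect and mitoxantrone controls for full effect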
# FN deposit inh: fibronectin deposition inhibition; AH1F fibroblasts, Alexa488-fibronectin deposition fluorescence, overnight; inhibition, % at 12.6 µM; 0.086% of 350,000 active;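 active = mean inhibition across replicates of 30% or more, regardless of how many single replicates reach that level; inconclusive = mean under 30% yet at least half of replicates reach 30%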;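 also: positive control wells lacked labelled fibronectin entirely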
#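 material = AH1F fibroblast monolayer depositing Alexa488-labelled fibronectin into matrix | amount = 10000 AH1F cells/well | buffer or medium = DMEM plus 2% serum, read in PBS | incubation = 1 h cell adhesion before compound, then overnight fibronectin incubation | detection = fluorescence at 485 nm excitation, 525 nm emission | evaluation = percent inhibition as loss of matrix-bound fibronectin fluorescence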
# miR-122 sensor: blocks miR-122 activity in Huh7 sensor cells; Huh7 miR-122 Renilla luciferase sensor, 48 h; neutral wells = 0, positive control = 100; activation (reporter increase), % at 12.5 µM; 0.3% of 340,000 active; AID 602342;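 active = mean replicate activation score at least 90 and every replicate individually at or above 90; inconclusive = only one of the two criteria met; inactive = neither criterion met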;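 also: higher luciferase means less miR-122 activity so hits act as miR-122 inhibitors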
# Cneo AK release: causes C. neoformans cell lysis. lysis activity, % at 15 µM. adenylate kinase release luminescence, 4 h; normalised: neutral wells 0, clomiphene wells 100. 0.2% of 360,000 active;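 active = mean lysis activity across replicates of at least 80%, whatever share of replicates individually reach that level; inactive = mean lysis activity below 80%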
#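 read-out = cell lysis signal | test system = log-phase Cryptococcus neoformans yeast cells | input = cells at 5 × 10^6 per mL | medium = fresh YPD growth medium | signal = luminescent adenylate kinase detection reagent | timing = 4 h at 37 °C static, read 1 h later | dosing = single dose | controls = Clomiphene as positive lysis control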
# Casp6 inh: inhibitors of human caspase-6; P55212; purified caspase-6, Z-VEID-R110 cleavage fluorescence; inhibition, % at 12.5 µM; 0.53% of 350,000 active; AID 686996;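 active = mean inhibition across replicates at least about 35%, with every replicate also reaching that limit, limit read from the data; inconclusive = only one of the two criteria met; inactive = neither criterion met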;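 also: 0% = median of neutral control wells and 100% = no fluorescence left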
# Target sequence (P55212 24-179 limits assumed): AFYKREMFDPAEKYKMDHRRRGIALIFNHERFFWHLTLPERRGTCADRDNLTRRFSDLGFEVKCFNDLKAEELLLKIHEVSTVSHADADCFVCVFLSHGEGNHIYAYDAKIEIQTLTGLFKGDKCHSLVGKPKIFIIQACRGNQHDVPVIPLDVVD
# Target sequence (P55212 194-293 limits assumed): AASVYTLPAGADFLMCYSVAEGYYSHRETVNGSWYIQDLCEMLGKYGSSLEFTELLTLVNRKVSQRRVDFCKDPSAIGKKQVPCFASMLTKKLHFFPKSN
# LGR2 inh: inhibitors of bursicon-induced Drosophila LGR2 receptor cAMP signaling | inhibition, % at 9.99 µM | 0.35% of 380,000 active | HEK293 LGR2, CRE-luciferase, bursicon-stimulated, 4 h;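 active = drop in luminescence signal, shown as inhibition above about 50% in the replicate tests, limit read from the data, passing the limit was not always enough; inconclusive = probably only some replicates passing the limit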;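 also: agonist challenge used bursicon conditioned medium at about half maximal strength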
# * hit, by the source's call; u = inconclusive; x = not tested or not shown; & = joins results of further samples; [ ] = remark or other dose.
# Start of the data: the first two records, ahead of the listing:
1: Cc1ccc(S(=O)(=O)N(C)C[C@@H]2Oc3ccc(NC(=O)Nc4ccccc4)cc3CC(=O)N([C@H](C)CO)C[C@@H]2C)cc1
2: Cc1ccccc1NC1=C/C(=N\S(=O)(=O)c2ccc(C(=O)O)cc2)c2ccccc2C1=O
compound no.	1	2
PGC1a acetyl inh	-6	x
EWS-Fli inh	4	-21
PAX8 reporter	6	4
FN deposit inh	x	4
miR-122 sensor	-2[16.7 µM]	-1
Cneo AK release	61	0
Casp6 inh	0	99*
LGR2 inh	14	-5

# This part in full, previewed entries included:
1: Cc1ccc(S(=O)(=O)N(C)C[C@@H]2Oc3ccc(NC(=O)Nc4ccccc4)cc3CC(=O)N([C@H](C)CO)C[C@@H]2C)cc1
2: Cc1ccccc1NC1=C/C(=N\S(=O)(=O)c2ccc(C(=O)O)cc2)c2ccccc2C1=O
3: O=C(NCCc1ccc(Cl)cc1)c1n[nH]c2ccccc12
4: Cc1ccc(S(=O)(=O)N(C)C[C@@H]2Oc3ccc(NC(=O)Cn4cnnn4)cc3CC(=O)N([C@@H](C)CO)C[C@@H]2C)cc1
5: COc1ccc(NC(=O)N[C@@H]2CC[C@@H](CCNC(=O)CCN3CCCCC3)O[C@H]2CO)cc1
6: CCOC(=O)C1(C)CCCN(C(=O)Cc2ccc3ccccc3c2)C1 (centres undefined)
compound no.	1	2	3	4	5	6
PGC1a acetyl inh	-6	x	0	6	-10	4
EWS-Fli inh	4	-21	-40	-8	4	-12
PAX8 reporter	6	4	-41	7	11	0
FN deposit inh	x	4	3	x	17	1
miR-122 sensor	-2[16.7 µM]	-1	x	-8[16.7 µM]	24[16.7 µM]	7
Cneo AK release	61	0	x	1	-11	-4
Casp6 inh	0	99*	3	0	-1	0
LGR2 inh	14	-5	-48	-10	-3	11

# An excerpt from above, reduced to LGR2 inh:
entry | compound | LGR2 inh
2 | Cc1ccccc1NC1=C/C(=N\S(=O)(=O)c2ccc(C(=O)O)cc2)c2ccccc2C1=O | -5
6 | CCOC(=O)C1(C)CCCN(C(=O)Cc2ccc3ccccc3c2)C1 (centres undefined) | 11
5 | COc1ccc(NC(=O)N[C@@H]2CC[C@@H](CCNC(=O)CCN3CCCCC3)O[C@H]2CO)cc1 | -3
1 | Cc1ccc(S(=O)(=O)N(C)C[C@@H]2Oc3ccc(NC(=O)Nc4ccccc4)cc3CC(=O)N([C@H](C)CO)C[C@@H]2C)cc1 | 14
4 | Cc1ccc(S(=O)(=O)N(C)C[C@@H]2Oc3ccc(NC(=O)Cn4cnnn4)cc3CC(=O)N([C@@H](C)CO)C[C@@H]2C)cc1 | -10

# Next section.
7: Cc1ccc(-n2ncc3c(=O)n(CC(=O)N(C)C)cnc32)cc1C
8: CC(=O)N(C)C[C@@H]1Oc2cc(C#CCC(C)C)ccc2S(=O)(=O)N([C@H](C)CO)C[C@H]1C
9: CC12C=CC3(O1)C(C(=O)N(c1cccnc1)C3C(=O)NC1CCCCC1)C2C(=O)Nc1ccccc1 (centres undefined)
10: CNC(=S)N(Cc1cc2ccc(OC)cc2[nH]c1=O)CC1CCCO1 (centres undefined)
11: CC1=C([C@H](O)CCc2ccccc2)[C@H](CO)n2c(=O)n(-c3ccccc3)c(=O)n2C1
12: COC(=O)C(Cc1ccc(O)cc1)NC(=O)CCc1ccco1 (centres undefined)
compound no.	7	8	9	10	11	12
PGC1a acetyl inh	x	3	-4	6	10	x
EWS-Fli inh	-27	12	x	-6	-1	-9
PAX8 reporter	-16	x	-3	-2	x	2
FN deposit inh	-1	13	5	x	x	6
miR-122 sensor	x	1[16.7 µM]	x	-4	x	x
Cneo AK release	-3	53	1	x	-6	1
Casp6 inh	3	1	x	2	4	-1
LGR2 inh	-3	-5	x	4	x	22

13: CC(C)(C)c1cc(C(=O)Nc2cccc3ccccc23)ccn1
14: COc1ccccc1NS(=O)(=O)c1cccc(NC(=O)c2sc3ccccc3c2Cl)c1
15: COc1ccc(-c2sc3ccccc3c2/C=C/c2ccc(OC)c(OC)c2)cc1
16: CC1CCCN(c2sc(S(C)(=O)=O)nc2S(=O)(=O)c2ccc(Cl)cc2)C1 (centres undefined)
17: N#Cc1nc(NCC(F)F)nc(Nc2cc(F)cc(F)c2)n1
18: CC(C)c1ccc(OCC(=O)NNC(=S)NC(=O)c2cccs2)c(Br)c1
compound no.	13	14	15	16	17	18
PGC1a acetyl inh	4	-12	-8	12	x	x
EWS-Fli inh	x	-6	-16	x	-11	15
PAX8 reporter	4	12	6	11	98*	7
FN deposit inh	-5	6	6	6	2	x
miR-122 sensor	-9	x	7	-4	x	x
Cneo AK release	4	0	0	3	-7	-1
Casp6 inh	x	1	-1	1	x	1
LGR2 inh	x	16	-24	24	27	-9

19: Cc1cc(C2=NNC(=NCc3ccccc3)SC2)c(C)n1-c1c(C)n(C)n(-c2ccccc2)c1=O
20: CC1(C)OC(=O)C2=C(C[C@@H](CCOCc3ccccc3)O[C@@H]2c2ccc(F)cc2)O1
21: COc1cc(OC)nc(Nc2nc(CN)cs2)n1
22: O=C(COC(=O)c1cc(=O)[nH]c2ccccc12)Nc1nccs1
23: CCc1nn(CC(=O)NCCCN(C)Cc2ccccc2)c(=O)c2cc3sc(C)cc3n12
24: CC1(C)Cc2c(C#N)c(SCc3nc4ccccc4[nH]3)nc(N3CCOCC3)c2CO1
compound no.	19	20	21	22	23	24
PGC1a acetyl inh	x	x	6	7	-4	-39
EWS-Fli inh	5	-12	-33	-22	15	x
PAX8 reporter	-5	5	-7	9	23	14
FN deposit inh	-6	-7	14	1	8	-11
miR-122 sensor	x	x	2	-1	-3	-2
Cneo AK release	x	x	0	3	7	1
Casp6 inh	1	5	-2	-2	-24	x
LGR2 inh	-16	-10	-20	19	0	x

25: C/C=C/c1ccc2c(c1)O[C@H](CN(C)C(=O)Cc1ccccc1)[C@@H](C)CN([C@H](C)CO)S2(=O)=O
26: O=S(=O)(Nc1cccc(F)c1)c1cccc2nsnc12
27: C/C(=N\NC(=O)CNC(=O)C(c1ccccc1)c1ccccc1)c1ccccc1
28: O=C1Nc2ccccc2N(O)N1c1ccc(Cl)cc1
29: O=C(Cc1ccccc1)N1CC2(C1)[C@@H](c1ccccc1)[C@H](CO)N2S(=O)(=O)Cc1ccccc1
30: CC1(C)CC(N2CCN(c3ccccc3)CC2)=CC(=[N+]2CCCC2)C1
compound no.	25	26	27	28	29	30
PGC1a acetyl inh	-1	8	x	x	0	5
EWS-Fli inh	17	-4	x	14	-3	x
PAX8 reporter	x	19	-15	-23	5	x
FN deposit inh	-6	-3	9	-15	x	15
miR-122 sensor	11[16.7 µM]	4	-8	x	x	-3
Cneo AK release	52	1	-1	x	x	-1
Casp6 inh	3	1	x	-3	2	x
LGR2 inh	13	1	-13	4	-15	8

31: C[C@H](CO)N1C[C@H](C)[C@@H](CN(C)Cc2ccc(Cl)c(Cl)c2)OCCCC[C@H](C)Oc2ccc(NC(=O)Nc3ccccc3)cc2C1=O
32: Cc1cc(C)n2nc(S(=O)(=O)NC3CCCCC3)nc2n1
33: CC(Oc1ccc(Cl)cc1Cl)c1nc(-c2ccc(NC(=O)c3ccccn3)cc2)no1 (centres undefined)
34: COc1ccc(S(=O)(=O)N(C)C[C@@H]2OCCCC[C@@H](C)Oc3ccc(NC(=O)CCC(F)(F)F)cc3C(=O)N([C@@H](C)CO)C[C@@H]2C)cc1
35: COc1cc(S(=O)(=O)N2CCOCC2)c(OC)c(S(=O)(=O)N2CCOCC2)c1
36: Cc1ccc(S(=O)(=O)NCC(=O)N(CC(=O)NCc2ccco2)C2CCCC2)cc1
compound no.	31	32	33	34	35	36
PGC1a acetyl inh	0	3	1	8	-3	-2
EWS-Fli inh	9	-4	-30	6	x	6
PAX8 reporter	87*	-5	x	8	x	20
FN deposit inh	-3	-5	x	x	11	1
miR-122 sensor	3[16.7 µM]	3	0	5[16.7 µM]	-5	0
Cneo AK release	-2	-1	-1	48	-2	-1
Casp6 inh	0	-1	-5	0	x	-1
LGR2 inh	-19	-4	-10	2	x	12

37: Cc1ccccc1S(=O)(=O)NCC[C@@H]1CC[C@H](NC(=O)C2CCOCC2)[C@@H](CO)O1
38: C[C@@H]1CN([C@@H](C)CO)C(=O)Cc2cc(NS(=O)(=O)c3cccs3)ccc2O[C@@H]1CN(C)Cc1ccc(Oc2ccccc2)cc1
39: COC(=O)[C@@]1(Cc2ccccc2)[C@H]2C(=O)N(Cc3ccccc3)C(=O)[C@H]2[C@H]2CN=C(SCc3ccccc3)N21
40: COc1ccc(NC(=O)CN(C)C(=O)c2cc3c(s2)CCCCC3)cc1
41: Cc1cc(C)c(NC(=O)C2CSCCS2)c(C)c1 (centres undefined)
42: Cc1ccc(C=C2C(=O)c3ccccc3C2=O)s1
compound no.	37	38	39	40	41	42
PGC1a acetyl inh	u	-5	0	x	-1	-2
EWS-Fli inh	-5	20	13	x	x	x
PAX8 reporter	-14	20	21	-3	-37	x
FN deposit inh	x	x	-3	6	-8	3
miR-122 sensor	5[16.7 µM]	-10[16.7 µM]	-1	x	-2	-1
Cneo AK release	-1	-3	7	-3	-3	-1
Casp6 inh	0	2	-2	5	x	x
LGR2 inh	-4	9	-9	-5	x	x

43: CCCC(=O)Nc1cc(OCC)c(NC(=O)NC2CCCCC2)cc1OCC
44: C[C@@H]1CN([C@H](C)CO)S(=O)(=O)c2ccc(-c3ccc(C#N)cc3)cc2O[C@H]1CN(C)C(=O)C1CC1
45: C[C@@H]1CN([C@@H](C)CO)C(=O)c2c(c3ccccc3n2C)-c2ccccc2CO[C@@H]1CN(C)C(=O)Cc1ccccc1
46: NC(CO)(CO)COCc1ccccc1
47: CCN(CC)c1nc2c(c(=O)[nH]c(=O)n2C)n1CCCc1ccccc1
48: O/N=C(\c1ccccc1)C(O)c1ccccc1 (centres undefined)
compound no.	43	44	45	46	47	48
PGC1a acetyl inh	3	5	-5	x	-2	19
EWS-Fli inh	-4	-6	1	4	0	1
PAX8 reporter	x	x	13	4	15	-7
FN deposit inh	x	x	1	x	-5	1
miR-122 sensor	-9	15[16.7 µM]	x	4	-6	0
Cneo AK release	0	12	x	0	1	-4
Casp6 inh	3	-7	x	3	1	-1
LGR2 inh	9	x	12	-6	-3	-10

49: COc1ccccc1C1C(C(=O)c2cc3ccccc3o2)=C(O)C(=O)N1c1cc(C)on1 (centres undefined)
50: O=[N+]([O-])c1ccc(/C=N/Nc2nc(-c3ccccc3)c3cc(Br)ccc3n2)o1
51: Cc1cc(C)cc(N2CC(c3nc4ccccc4n3C)CC2=O)c1 (centres undefined)
52: C[C@H]1CN([C@@H](C)CO)C(=O)c2cc(NS(=O)(=O)c3cn(C)cn3)ccc2O[C@@H]1CN(C)S(=O)(=O)c1ccc(F)cc1
53: C[C@H](CO)N1C[C@H](C)[C@@H](CN(C)S(=O)(=O)c2cccs2)OCc2cnnn2CCCC1=O
54: N#CCCSCc1ccc2oc(C(=O)O)cc2c1
compound no.	49	50	51	52	53	54
PGC1a acetyl inh	x	-8	6	3	-13&4	4
EWS-Fli inh	-40	x	4	-4	1&3	6
PAX8 reporter	14	-6	6	x	2&12	x
FN deposit inh	-1	-18	1	1	-11	x
miR-122 sensor	1	0	3	-1[16.7 µM]	0	-6
Cneo AK release	1	0	-1	1	-2&-2	-5
Casp6 inh	2	x	0	1	-7&-1	3
LGR2 inh	8	x	-5	-8	-1	2

# Screens deposited in PubChem by Broad Institute.
